KOR beta-arrestin-1: KOR agonists, beta-arrestin recruitment, primary screen, cell-based, luminescence, uHTS (AID 1777); KOR beta-arrestin recruitment, luminescence; higher % means a stronger effect; activation, % at 10 µM, or EC50 in µM where a hit was titrated; actives 0.02% (n = 280,000); in the data active = activation above about 50%, passing the limit was not always enough; also: a part of the inactive calls stands beside numbers as strong as those of hits
KOR beta-arrestin-2: KOR antagonists, beta-arrestin recruitment, cell-based, luminescence, uHTS (AID 1778); actives 0.091% (n = 290,000); KOR beta-arrestin recruitment, luminescence, antagonist mode; higher % means a stronger effect; Kappa-type opioid receptor (Homo sapiens); one-dose inhibition, % at 10 µM; IC50 in µM for titrated hits; in the data active = inhibition above about 50%; also: strong numbers were not always called active
GPR55 LPI antagonism: GPR55 antagonists blocking LPI-driven arrestin recruitment, primary screen, imaging, U2OS, beta-arrestin-GFP, LPI agonist (AID 2013) | G-protein coupled receptor 55 (Homo sapiens) | U2OS GPR55 beta-arrestin-GFP translocation imaging, LPI antagonism; higher % means a stronger effect | inhibition, % at 10 µM; hits with a dose series show IC50 in µM | actives 0.13% (n = 290,000);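 active = spots per cell inhibited over 60%, with over 100 cells counted and total cytoplasm intensity under 500,000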;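 also: U2OS cells stably carrying GPR55 and arrestin-GFP stimulated by 5 µM LPI near EC80; imaged beta-arrestin-GFP aggregate spots per cell after agonist stimulation; plate controls were LPI-stimulated DMSO wells for no effect and DMSO wells without LPI for full effect; some results filed as inactive read as strong as hits; confirmed hits need IC50 under 10 µM and bright autofluorescent wells are also inconclusive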
GPR35 arrestin U2OS: GPR35 antagonists blocking zaprinast-driven arrestin recruitment, primary screen, imaging, U2OS, beta-arrestin-GFP, zaprinast agonist (AID 2058); actives 0.052% (n = 290,000); G-protein coupled receptor 35 (Homo sapiens); U2OS GPR35 beta-arrestin-GFP translocation imaging, zaprinast antagonism; higher % means a stronger effect; one-dose inhibition, % at 10 µM; IC50 in µM for titrated hits;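 active = inhibition of at least 50% with at least 30 cells and total cytoplasm GFP at most 10,000,000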
NTR1 agonist: agonists of NTR1, primary screen, imaging, U2OS cells, beta-arrestin-GFP, high content (AID 493036); NTR1-U2OS beta-arrestin-GFP spot imaging, agonist mode; activation, % at 20 µM; Neurotensin receptor type 1 (Homo sapiens), P30989; actives 0.17% (n = 330,000);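 active = activation at or above 40% of the spot to cytoplasm intensity ratio, with at least 20 cells analyzed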;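 also: 0% = DMSO without peptide and 100% = 100 nM NTR1 peptide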
Target sequence (P30989 whole entry, looked up): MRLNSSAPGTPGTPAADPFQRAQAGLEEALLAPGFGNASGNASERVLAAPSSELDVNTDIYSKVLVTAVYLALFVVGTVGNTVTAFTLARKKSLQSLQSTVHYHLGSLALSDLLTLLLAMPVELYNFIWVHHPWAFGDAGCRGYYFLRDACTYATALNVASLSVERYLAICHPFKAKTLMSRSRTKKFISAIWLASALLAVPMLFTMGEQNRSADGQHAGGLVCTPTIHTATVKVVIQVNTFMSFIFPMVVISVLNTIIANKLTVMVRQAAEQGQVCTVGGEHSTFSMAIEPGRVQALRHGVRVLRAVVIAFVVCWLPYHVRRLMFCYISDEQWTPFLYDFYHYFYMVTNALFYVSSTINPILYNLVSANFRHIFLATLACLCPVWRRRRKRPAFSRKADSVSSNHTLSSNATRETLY
West Nile virus CPE: West Nile virus antiviral activity, cell-based, CPE readout (AID 1621); West Nile virus-infected cells, CPE inhibition; higher % means a stronger effect; CPE inhibition, % at 10 µM; hits with a dose series show IC50 in µM; actives 0.02% (n = 290,000); in the data active = a potency from the dose series; also: strong numbers were not always called active
T cell modulator: modulators of CD8 T cell-vesicle binding, primary screen, mouse 2C CD8+ T cells, flow cytometry; actives 0.068% (n = 330,000); AID 2052, 2009; 2C CD8+ T cell-vesicle binding; active compounds read low; calls only at 7 µM;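 active = response, share of CD8 T cells binding vesicles, and their 90th percentile fluorescence all below set limits, cut at about 80% in these data, passing the limit was not always enough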
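System: murine 2C transgenic CD8+ T lymphocytes; also added: QL9-loaded Drosophila micro-vesicles; times: binding 1.5 h at 37 °C; measured by: flow cytometry, PE anti-B7-1 (FL2) versus Alexa647 anti-CD8 (FL8), PFA-fixed; control set: Peptide-free naked vesicles (low) and QL9 vesicles with 0.7% DMSO vehicle (high)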
GPR55 beta-arrestin: GPR55 agonists via beta-arrestin recruitment, primary screen, imaging, U2OS cells, beta-arrestin-GFP redistribution (AID 1961) | G-protein coupled receptor 55 (Homo sapiens) | U2OS GPR55 beta-arrestin-GFP redistribution imaging; higher % means a stronger effect | one-dose activation, % at 10 µM; EC50 in µM for titrated hits | actives 0.048% (n = 290,000);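 active = activation above 40% with more than 50 cells counted in the well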;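 also: U2OS osteosarcoma cells stably expressing GPR55 and beta-arrestin-GFP; plate controls were DMSO negative control for no effect and LPI positive control for full effect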
Salmonella PhoP GFP: inhibitors of PhoP regulon expression, primary screen, Salmonella Typhimurium, GFP reporter (AID 1863). inhibition, % at 50 µM, or IC50 in µM where a hit was titrated. actives 0.16% (n = 300,000). S. Typhimurium PhoP-regulated promoter GFP reporter, 4 h; higher % means a stronger effect;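 active = inhibition over 29.93%, a cutoff 3 SD above the screen mean, later confirmed by dose response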;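 also: 0% = low Mg2+ inducing control and 100% = high Mg2+ repressing control; strong numbers were not always called active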
T cell modulator vesicle-bound %: second read-out of T cell modulator, no call of its own (marks repeat the call); double positive events, %; measured here: CD8+ vesicle-bound cell fraction;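 binding gate set so that unloaded-vesicle control wells show 10% double positive cells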
NTR1 agonist cell count 20 µM: further read-out of NTR1 agonist, marked with its call; cell count; measured here: cell count, cytotoxicity flag
Numbers without * were called inactive; i = inactive; . = no result given; [ ] = remark or other dose.

The line under a structure holds: KOR beta-arrestin-1, KOR beta-arrestin-2, GPR55 LPI antagonism, GPR35 arrestin U2OS, NTR1 agonist, NTR1 agonist cell count 20 µM, West Nile virus CPE, T cell modulator, T cell modulator vesicle-bound %, GPR55 beta-arrestin, Salmonella PhoP GFP
[1] COc1ccc(CNC(=O)c2ccc(CS(=O)Cc3cccc(Cl)c3)o2)cc1 (centres undefined)
  -2.2%, -36%, 13%, -4%, 1.0, 83, 0.1%, i, 13, -0.3%, -6%
[2] O=C(CSc1nn(-c2ccccc2)c(=S)s1)Nn1cnnc1
  3.0%, -32%, -11%, -7%, -1.9, 69, ., i, 51, -0.2%, -3%
[3] Cc1ccc(NC(=O)c2ccc(OC(=O)COc3ccc(Cl)cc3C)cc2)cc1
  -1.0%, 29%, 6%, -3%, -0.6, 39, 0.2%, i, 27, -0.5%, -13%
[4] Nc1ccccc1Nc1cc(-c2ccccc2)nn1-c1ccccc1
  0.1%, 17%, 6%, -6%, 7.3, 31, 0.0%, i, 45, -0.1%, 21%
[5] N#CC(C#N)=Cc1ccc(OCC(=O)N2CCOCC2)cc1
  -5.1%, 3%, -8%, 16%, -1.7, 71, ., i, 34, -0.3%, 5%
[6] COC(=O)c1ccc(CNCC(O)COc2ccc(-c3ccccc3)cc2)cc1 (centres undefined)
  -4.1%, -15%, -13%, -21%, 3.3, 61, 0.7%, i, 27, -0.2%, -2%
[7] Cn1c(NNC(=O)CCC2CCCCC2)cc(=O)n(C)c1=O
  -0.3%, -4%, 2%, -8%, 0.4, 55, 0.1%, i, 20, 0.3%, 12%
[8] CC1CCN(Cc2cc(=O)oc3ccc4ccccc4c23)CC1
  -3.0%, -10%, -1%, 19%, 11, 46, 0.5%, i, 18, 0.0%, -3%
[9] Cc1nn2cc(-c3ccc(N)cc3)nc2s1
  -0.8%, 0%, 14%, -3%, 1.2, 58, 0.2%, i, 33, 0.0%, 10%
[10] COc1ccc(S(=O)(=O)Nc2cccc(C)n2)c2ccccc12
  -0.7%, 25%, 4%, -15%, -0.4, 76, -0.1%, i, 53, -0.1%, 18%
[11] Cc1nc2sc3c(O)cc(=O)[nH]c3c2c(C)c1C
  1.5%, -17%, 6%, -9%, -1.2, 32, ., i, 44, 0.3%, -6%
[12] COCCNC(=O)c1ccc2c3n(nc2c1)-c1ccc(C)cc1CO3
  ., 19%, 5%, 12%, 0.7, 92, -0.5%, i, 54, -0.1%, -2%
[13] O=C(O)c1ccc2nc(CO)[nH]c2c1
  3.6%, 6%, 2%, 5%, -1.2, 98, 0.6%, i, 51, 0.3%, -4%
[14] COc1ccc2c(c1OC)C(=O)OC2Nc1nc(-c2cc3cc([N+](=O)[O-])ccc3oc2=O)cs1 (centres undefined)
  1.0%, 34%, 6%, 1%, 3.3, 58, -0.2%, i, 29, 0.5%, 4%
[15] CC(C)Cn1c(O)c(N=NC(=O)c2cccc(S(=O)(=O)N3CCCCC3)c2)c2ccccc21
  7.8%, -39%, 16%, -13%, 5.4, 59, -1.8%, i, 38, 4.7µM*, 15%
[16] COc1ccc(S(=O)(=O)CC2(O)CCN(C(=O)CC(C)C)CC2)cc1
  4.1%, -32%, -8%, -2%, -0.8, 59, -0.3%, i, 19, -0.3%, 10%
[17] COc1ccc(CNC(=O)Cn2ncn3c(cc4ccccc43)c2=O)cc1
  1.7%, -6%, -6%, 17%, -1.9, 50, 1.0%, i, 50, -0.1%, -13%
[18] NS(=O)(=O)c1ccc(N/N=C/c2cn(-c3ccccc3)nc2-c2cccs2)cc1
  -0.6%, -10%, 6%, -6%, 3.2, 52, -0.3%, i, 43, 0.6%, 2%
[19] COc1cc(C)c(Cl)c(C)c1S(=O)(=O)NCc1cccnc1
  -4.9%, -1%, 12%, 13%, -1.3, 76, 0.3%, i, 21, 0.7%, 10%
[20] O=C(NCc1cccnc1)c1ccc(S(=O)(=O)N2CCCCC2)cc1
  -4.3%, 26%, -10%, 0%, -0.9, 57, 0.3%, i, 21, -0.1%, -2%
[21] O=C(CCCCn1c(=O)c2ccccc2n(Cc2ccccc2)c1=O)NC1CCN(Cc2ccccc2)CC1
  4.4%, -15%, 5%, -6%, 6.2, 62, -1.4%, i, 63, 1.2%, -6%
[22] CN(C)CCn1c(=O)n(Cc2ccco2)c(=O)c2c3c(sc21)CCCCC3
  3.1%, -4%, 6%, -1%, 10, 47, 0.8%, i, 48, -0.2%, -2%
[23] CCCCc1n(CC(=O)c2ccc(Cl)cc2)c2ccccc2[n+]1C
  6.0%, 1%, 0%, 6%, 0.2, 78, 1.0%, i, 61, 0.0%, 8%
[24] COc1ccccc1NC(=S)NC(NC(C)=O)C(Cl)(Cl)Cl (centres undefined)
  3.2%, 11%, -2%, 7%, 1.7, 50, -0.3%, i, 28, -0.1%, -3%
[25] Cc1ccc(N(C(=O)c2csnn2)C(C(=O)NCc2ccccc2)c2cccnc2)cc1 (centres undefined)
  -0.6%, -22%, -9%, -8%, 0.5, 48, 0.1%, i, 31, -0.4%, 13%
[26] OCCC1CN(Cc2nc(-c3ccccc3)cs2)CCN1CCc1ccccc1 (centres undefined)
  2.6%, -19%, 7%, 6%, -0.1, 80, -1.6%, i, 54, 0.0%, -5%
[27] COc1ccc(CCN(C)CC(=O)Nc2cc(C)nc3ccccc23)cc1OC
  8.1%, 29%, 15%, 8%, 0.1, 44, -0.5%, i, 12, 0.3%, -5%
[28] COc1ccc(C2CC(c3ccccc3)=NN2c2ccc(N)cc2)cc1 (centres undefined)
  -1.7%, -18%, 8%, -2%, 6.3, 38, -0.8%, i, 44, 0.5%, 28%
[29] O=C(NCC1CCCN(Cc2ccc3nonc3c2)C1)c1cccc(C(F)(F)F)c1 (centres undefined)
  ., -26%[20 µM], -12%, 0%, 0.0, 41, -1.5%, i, 28, -0.1%, 9%
[30] COc1ccccc1C(=O)Nc1nc2nc(-c3ccccc3)cc(=O)n2[nH]1
  8.4%, 17%, -9%, 24%, -0.9, 35, 1.3%, i, 44, -0.1%, -5%
[31] COC(=O)/C=C(\C)NC(=O)c1ccc(F)cc1
  3.6%, -28%, 1%, 3%, -0.4, 49, -0.2%, i, 24, -0.1%, 7%
[32] COc1ccccc1NC(=O)Cc1ccsc1
  0.2%, 5%, 4%, -6%, 0.2, 81, 0.1%, i, 32, 0.0%, 1%
[33] COc1ccccc1N1CCN(C(=O)CSc2nnc(NC(=O)C3CC3)s2)CC1
  -0.4%, -11%, -8%, 11%, 0.8, 104, 2.6%, i, 35, -0.2%, -2%
[34] CCNC(=O)COC(=O)c1cc(-c2ccccc2)nn1-c1ccccc1
  -0.2%, -1%, 14%, -7%, -0.5, 40, -0.4%, i, 22, 0.2%, -8%
[35] CCOC(=S)SCC(=O)Nc1nc(C)c(C)s1
  -3.8%, 33%, 15%, 10%, 3.4, 53, -0.2%, i, 21, -0.1%, 1%
[36] O=C(CCc1ccccc1)Nc1ccccc1
  ., -13%[20 µM], 2%, 4%, 0.4, 69, -0.1%, i, 23, 0.1%, .
[37] Cc1ccc(SCc2cc(-c3ccc(Cl)cc3)on2)cc1
  -4.7%, 20%, 3%, -12%, -1.1, 48, -0.1%, i, 23, 0.1%, -3%
[38] COc1cc(/C=C2\SC(=Nc3ccc(O)cc3)NC2=O)cc(OC)c1OC
  8.8%, -44%, -11%, -2%, 5.1, 39, -0.1%, i, 35, -0.1%, -2%
[39] Cc1cccc(-n2c(N)cc(=O)nc2SCC(=O)NC2CCCCC2)c1
  2.5%, 34%, -3%, 4%, 0.5, 45, 0.3%, i, 30, -0.1%, 0%
[40] Cc1nc2ccccn2c1C(=O)N/N=C/c1ccc(F)cc1
  -5.5%, 12%, 3%, -8%, 0.7, 61, 0.5%, i, 61, -0.1%, 3%

Single records, from the list above. Order of screens: KOR beta-arrestin-1	KOR beta-arrestin-2	GPR55 LPI antagonism	GPR35 arrestin U2OS	NTR1 agonist	NTR1 agonist cell count 20 µM	West Nile virus CPE	T cell modulator	T cell modulator vesicle-bound %	GPR55 beta-arrestin	Salmonella PhoP GFP
Profile of Cc1nc2ccccn2c1C(=O)N/N=C/c1ccc(F)cc1 : -5.5%	12%	3%	-8%	0.7	61	0.5%	i	61	-0.1%	3%
Profile of Cc1cccc(-n2c(N)cc(=O)nc2SCC(=O)NC2CCCCC2)c1 : 2.5%	34%	-3%	4%	0.5	45	0.3%	i	30	-0.1%	0%
Profile of COc1ccccc1N1CCN(C(=O)CSc2nnc(NC(=O)C3CC3)s2)CC1 : -0.4%	-11%	-8%	11%	0.8	104	2.6%	i	35	-0.2%	-2%
Profile of CCOC(=S)SCC(=O)Nc1nc(C)c(C)s1 : -3.8%	33%	15%	10%	3.4	53	-0.2%	i	21	-0.1%	1%

Continued.
The line under a structure holds: KOR beta-arrestin-1, KOR beta-arrestin-2, GPR55 LPI antagonism, GPR35 arrestin U2OS, NTR1 agonist, NTR1 agonist cell count 20 µM, West Nile virus CPE, T cell modulator, T cell modulator vesicle-bound %, GPR55 beta-arrestin, Salmonella PhoP GFP
[41] NC(=O)c1ccc(-n2nnnc2SCC(=O)Nc2ccc(F)cc2)cc1
  -2.9%, -23%, 12%, -4%, -0.2, 57, -0.8%, i, 19, 0.0%, -9%
[42] C/C(=N\NC(=O)c1n[nH]c2c1CCC2)c1ccco1
  -2.2%, 28%, -8%, -18%, 1.3, 58, -0.4%, i, 14, 0.3%, 1%
[43] Nc1nc(N2CCN(Cc3ccccc3)CC2)n[nH]1
  2.1%, -44%[20 µM], -6%, -13%, -1.4, 38, 0.4%, i, 52, 0.2%, -7%
[44] CCn1cc(/C=N/NS(=O)(=O)c2ccc(OC)cc2)c(C)n1
  -2.8%, -11%, 7%, 1%, 0.2, 37, 0.0%, i, 47, -0.1%, 4%
[45] CCCCN(C)C(=S)Nc1ccc2nc(N3CCN(CC)CC3)cc(C)c2c1
  -3.2%, 22%, 0%, -2%, -0.5, 69, -0.6%, i, 54, 0.7%, -3%

Outcome played no part in choosing rows; any-hit rate near 0.62%.
